High-throughput results as filed in PubChem BioAssay.
miR122 inh – miR-122 inhibition in Huh7 cells; AID 602342; Huh7 miR-122 Renilla luciferase sensor, 48 h; neutral wells = 0, positive control = 100; hit rate 0.3% among 340,000; activation (reporter increase), % at 12.5 µM;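 active = mean replicate activation score at least 90 and every replicate individually at or above 90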;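 note: higher luciferase means less miR-122 activity so hits act as miR-122 inhibitors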
F508del corr – correctors of CFTR F508del function in bronchial epithelial cells; hit rate 0.36% among 350,000; CFBE cells, YFP halide quenching; stimulated with forskolin plus potentiator P3; % fluorescence drop versus neutral controls; AID 720511; activity (quench increase), % at 7.58 µM;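 active = mean added fluorescence quench of at least 8% versus neutral control, with both replicates also reaching 8%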;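 note: cells transiently co-express mutant CFTR-F508del with the halide-sensitive YFP; corrector assay measuring rescue of mutant channel to the surface after 24 h compound exposure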
DENV2 CPE rescue – inhibitors of DENV2 cytopathic effect; DENV2-infected cells, cytopathic effect rescue, plate reader; CPE inhibition, % at 9.99 µM; hit rate 1.7% among 350,000; in the data active = CPE inhibition above about 20%, passing the limit was not always enough; tested in BHK-21 cells;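 note: 0% = median of neutral control wells and 100% = median of positive control wells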
FN deposition inh – fibronectin deposition inhibition; AH1F fibroblasts, Alexa488-fibronectin deposition fluorescence, overnight; inhibition, % at 12.6 µM; hit rate 0.086% among 350,000; AID 743247;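 active = mean inhibition across replicates of 30% or more, regardless of how many single replicates reach that level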;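 note: positive control wells lacked labelled fibronectin entirely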
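Schedule: 1 h cell adhesion before compound, then overnight fibronectin incubation; test system: AH1F fibroblast monolayer depositing Alexa488-labelled fibronectin into matrix; quantity: 10000 AH1F cells per well; probe or stimulus: fluorescent fibronectin at 24 nM final; signal: fluorescence, ex 485 nm, em 525 nm; evaluation: percent inhibition as loss of matrix-bound fibronectin fluorescence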
INS-1E GSIS act – primary screen for activators of insulin secretion dependent on glucose, INS-1E cells, GLuc reporter luminescence. INS-1E GLuc reporter insulin secretion, 2-3 h. activation, % at 16.6 µM. hit rate 0.61% among 370,000;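 active = lowest replicate activation of at least 40%, so every replicate reaches that level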;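 note: 0% = median of neutral control wells and 100% = median of IBMX positive control wells; some compounds called inactive have numbers as strong as hits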
PAX8 inh HTS – inhibitors of PAX8 transcriptional activity in RMG-I cells. RMG-I TPO-luciferase reporter, SteadyGlo, 24 h. inhibition, % at 12.6 µM. hit rate 1.2% among 360,000;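 active = mean replicate inhibition at least 60% with every replicate also reaching 60%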;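 note: luciferase light reporting Pax8 driven TPO promoter activity; plate controls were median of neutral control wells for no effect and mitoxantrone controls for full effect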
EWS-Fli inh – blocks EWS/Fli oncoprotein-driven transcription. A673 NR0B1-luciferase reporter, viability-normalised. inhibition, % at 12.6 µM. hit rate 0.67% among 350,000;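 active = mean inhibition of at least 50% after viability correction, with every replicate also passing that limit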;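 note: firefly luciferase signal divided by Alamar Blue viability fluorescence both relative to DMSO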
Numbers without * were called inactive; & = joins results of further samples; [ ] = remark or other dose.

What do the screens show for `CC(C)CC#Cc1cnc2c(c1)C(=O)N([C@@H](C)CO)C[C@@H](C)[C@@H](CN(C)C(=O)Cc1ccccc1)O2`?
miR122 inh: -9.0[16.7 µM]; F508del corr: 1.0; DENV2 CPE rescue: -1.2; FN deposition inh: 6.7; INS-1E GSIS act: 1.3; PAX8 inh HTS: -3.9; EWS-Fli inh: -5.5

How did CO[C@@H](CN(C)C(=O)C1CC1)[C@@H](C)CN(C(=O)Nc1ccc(C(F)(F)F)cc1)[C@@H](C)CO do in these assays?
F508del corr: 2.0; DENV2 CPE rescue: 2.6; FN deposition inh: -5.4; INS-1E GSIS act: -38.1; PAX8 inh HTS: 3.6; EWS-Fli inh: 0.9

Results for O=C(C[C@H]1C[C@H]2c3cc(NC(=O)NC4CCCCC4)ccc3O[C@H]2[C@@H](CO)O1)NC1CCCC1 ?
F508del corr: 0.1; DENV2 CPE rescue: 4.2; FN deposition inh: -8.9; INS-1E GSIS act: -13.2; PAX8 inh HTS: -2.4; EWS-Fli inh: -4.5

Results for N#CCC(=O)N/N=C/c1c2ccccc2cc2ccccc12 ?
miR122 inh: -0.5; F508del corr: -1.7; DENV2 CPE rescue: 5.1; FN deposition inh: -15.3; INS-1E GSIS act: 2.8; PAX8 inh HTS: -13.6; EWS-Fli inh: 5.1

What do the screens show for `COc1ccccc1NC(=O)c1nnn(CC(=O)Nc2cccc(SC)c2)c1N`?
miR122 inh: 0.6; FN deposition inh: -2.3; PAX8 inh HTS: 5.7

How did O=C(CC(=O)Nc1cccnc1)Nc1cccnc1 do in these assays?
miR122 inh: 5.6; F508del corr: 3.4; DENV2 CPE rescue: -0.1; FN deposition inh: 4.2; INS-1E GSIS act: 8.4; PAX8 inh HTS: 14.8; EWS-Fli inh: 1.7

How did O=C(CNc1cccc(C(F)(F)F)c1)Nc1cccc(S(=O)(=O)N2CCCC2)c1 do in these assays?
F508del corr: -1.8; DENV2 CPE rescue: 3.2; FN deposition inh: 4.0; PAX8 inh HTS: 28.9; EWS-Fli inh: 17.9

How did CCOC(=O)C1CCN(S(=O)(=O)c2ccc(OC)c(C(=O)N3CCCCC3)c2)CC1 do in these assays?
F508del corr: 3.6; DENV2 CPE rescue: -1.9; FN deposition inh: -0.6; INS-1E GSIS act: 2.6; PAX8 inh HTS: -8.5; EWS-Fli inh: -3.4

What do the screens show for `COC(=O)CC1C(=O)NCCN1C(=S)NC(=O)c1ccccc1[N+](=O)[O-]` (configuration not stated)?
miR122 inh: 0.5; FN deposition inh: -10.8; INS-1E GSIS act: -1.8; PAX8 inh HTS: -6.9

Results for CC12CCC(C(=O)Nc3cccc(Cl)c3Cl)([C@H](Br)C1=O)C2(C)C (some centres not stated) ?
F508del corr: 0.1; DENV2 CPE rescue: -1.6; FN deposition inh: 1.0; INS-1E GSIS act: 7.4; PAX8 inh HTS: 5.6; EWS-Fli inh: 4.9

How did N#C[C@@H]1[C@H](c2ccc(C3=CCCCC3)cc2)[C@H](CO)N1C(=O)CN1CCOCC1 do in these assays?
F508del corr: -2.3; DENV2 CPE rescue: 7.5; FN deposition inh: 1.4; INS-1E GSIS act: -4.6; PAX8 inh HTS: 8.6; EWS-Fli inh: 4.9

What do the screens show for `CCC(C)Oc1cc(-c2ccnc(Nc3cccc(Cl)c3)n2)ccn1` (configuration not stated)?
F508del corr: 0.3; DENV2 CPE rescue: 1.6; FN deposition inh: 12.5; INS-1E GSIS act: -11.1; PAX8 inh HTS: -83.5; EWS-Fli inh: 25.4

What do the screens show for `COc1cc(-c2nnc(SCC(=O)c3ccccc3)o2)cc(OC)c1OC`?
F508del corr: 0.4; INS-1E GSIS act: -2.5; EWS-Fli inh: 2.4

Results for CC(C)(C)n1nc(C2CC2)cc1NC(=O)Nc1ccccc1 ?
F508del corr: -0.5; DENV2 CPE rescue: 1.2; FN deposition inh: 13.3; INS-1E GSIS act: -18.3; PAX8 inh HTS: 2.6; EWS-Fli inh: -9.2

How did COc1ccc(OC)c(CCNC(=O)Cn2cccc2C(=O)c2ccccc2C)c1 do in these assays?
F508del corr: 2.6; DENV2 CPE rescue: -1.0; INS-1E GSIS act: -11.3; PAX8 inh HTS: 1.6; EWS-Fli inh: 1.6

What do the screens show for `O=[N+]([O-])c1ccc2c(c1N1CCCCC1)=NC1(CCCCC1)[N+]=2[O-]`?
F508del corr: -4.8; DENV2 CPE rescue: 1.9; FN deposition inh: 2.7; INS-1E GSIS act: -15.2; PAX8 inh HTS: 19.7; EWS-Fli inh: -7.3

Results for COc1ccc(CNC(=O)N(C)C[C@@H]2OCc3ccccc3-c3c(n(C)c4ccccc34)C(=O)N([C@H](C)CO)C[C@H]2C)cc1 ?
F508del corr: 4.2; DENV2 CPE rescue: -9.7; FN deposition inh: -6.9; INS-1E GSIS act: 3.4; PAX8 inh HTS: -85.4; EWS-Fli inh: -26.1

What do the screens show for `O=C(N[C@H](C(=O)N1CCC[C@H]1C(=O)NC1CCCC1)c1ccccc1)C1CC1`?
F508del corr: 3.7; DENV2 CPE rescue: 5.3; FN deposition inh: 0.2; INS-1E GSIS act: 6.2; PAX8 inh HTS: -4.1; EWS-Fli inh: 1.8

What do the screens show for `COCCOc1cc(N(CC(=O)N(C)C)S(=O)(=O)c2ccccc2)c(Cl)cc1Cl`?
miR122 inh: -3.8; F508del corr: 0.5; DENV2 CPE rescue: -11.7; FN deposition inh: -0.5; INS-1E GSIS act: 8.4; PAX8 inh HTS: 7.8; EWS-Fli inh: 2.6

What do the screens show for `Cc1ccc(S(=O)(=O)Nc2ccccc2F)cc1C(=O)NCc1ccco1`?
miR122 inh: 9.7; F508del corr: -1.0; DENV2 CPE rescue: 6.1; FN deposition inh: 8.9; INS-1E GSIS act: -1.0; PAX8 inh HTS: 2.7; EWS-Fli inh: -0.3

What do the screens show for `COc1ccc(-c2cc(C(=O)N(C)Cc3nc4ccccc4c(=O)[nH]3)c3ccccc3n2)cc1OC`?
miR122 inh: 7.4; F508del corr: 2.1; DENV2 CPE rescue: -2.0; FN deposition inh: -12.6; PAX8 inh HTS: 44.7; EWS-Fli inh: 2.1

What do the screens show for `C[C@H]1CN([C@@H](C)CO)C(=O)c2cc(-c3cccc(C(=O)N(C)C)c3)cnc2O[C@@H]1CN(C)C`?
miR122 inh: 2.4[16.7 µM]; F508del corr: 0.2; DENV2 CPE rescue: 0.0; FN deposition inh: -7.6; INS-1E GSIS act: 0.5; EWS-Fli inh: -4.5

Results for CNC(=O)CCCCC(=O)N/N=C/c1ccc(Cl)cc1Cl ?
miR122 inh: -2.8; F508del corr: 1.5; DENV2 CPE rescue: 19.4; FN deposition inh: -4.2; INS-1E GSIS act: 2.1; PAX8 inh HTS: 5.7; EWS-Fli inh: 0.9

Results for CCO[C@@H]1OC(C(=O)N2CCN(Cc3ccccc3)CC2)=C[C@H](c2ccccc2)[C@H]1CCCO ?
miR122 inh: -0.8; F508del corr: 0.7&2.5; DENV2 CPE rescue: -7.1&3.7; FN deposition inh: 3.0; INS-1E GSIS act: -44.0; PAX8 inh HTS: 3.1&1.0; EWS-Fli inh: 3.3&-0.5

Results for CCc1nc2ccc(C(=O)NCCN3CCOCC3)cn2c1N(C=O)Cc1ccc(OC)cc1 ?
miR122 inh: -4.9; F508del corr: -1.0; DENV2 CPE rescue: 2.9; FN deposition inh: 2.9; INS-1E GSIS act: 16.4; PAX8 inh HTS: 0.3; EWS-Fli inh: 3.3

What do the screens show for `CC(C)CNC(=O)c1cccc(NC(=O)COc2ccc([N+](=O)[O-])cc2)c1`?
miR122 inh: 21.7; DENV2 CPE rescue: 9.7; FN deposition inh: -13.7; INS-1E GSIS act: 0.9; PAX8 inh HTS: 17.0; EWS-Fli inh: 12.0

Results for COc1cc2cc(C[C@H](C)O)oc(=O)c2cc1OC ?
miR122 inh: -5.1; F508del corr: -2.1; FN deposition inh: 2.2; INS-1E GSIS act: 18.8; PAX8 inh HTS: -10.2; EWS-Fli inh: -7.5

Results for O=C(COC(=O)C1CCN(S(=O)(=O)c2ccc3c(c2)OCCO3)CC1)Nc1cc(C(F)(F)F)ccc1Cl ?
DENV2 CPE rescue: 2.5; FN deposition inh: 1.0; INS-1E GSIS act: 8.6; PAX8 inh HTS: 0.4; EWS-Fli inh: -19.9

Results for COCCNC(=O)/C(C#N)=C/c1c(N2CCN(C)CC2)nc2c(C)cccn2c1=O ?
miR122 inh: 3.7; F508del corr: 0.9; DENV2 CPE rescue: -3.2; FN deposition inh: 3.2; INS-1E GSIS act: 29.5; PAX8 inh HTS: -11.1; EWS-Fli inh: 15.8

How did C=CCn1c(SCC(=O)N(C)CC(=O)Nc2ccc(C)cc2)nnc1-c1ccncc1 do in these assays?
miR122 inh: 3.2; F508del corr: -5.5; DENV2 CPE rescue: -1.3; FN deposition inh: 10.5; INS-1E GSIS act: 24.0; PAX8 inh HTS: -13.8; EWS-Fli inh: -5.9

An excerpt from the list above:
Results for O=C(COC(=O)C1CCN(S(=O)(=O)c2ccc3c(c2)OCCO3)CC1)Nc1cc(C(F)(F)F)ccc1Cl ?
DENV2 CPE rescue: 2.5; FN deposition inh: 1.0; INS-1E GSIS act: 8.6; PAX8 inh HTS: 0.4; EWS-Fli inh: -19.9

Results for COCCNC(=O)/C(C#N)=C/c1c(N2CCN(C)CC2)nc2c(C)cccn2c1=O ?
miR122 inh: 3.7; F508del corr: 0.9; DENV2 CPE rescue: -3.2; FN deposition inh: 3.2; INS-1E GSIS act: 29.5; PAX8 inh HTS: -11.1; EWS-Fli inh: 15.8

How did C=CCn1c(SCC(=O)N(C)CC(=O)Nc2ccc(C)cc2)nnc1-c1ccncc1 do in these assays?
miR122 inh: 3.2; F508del corr: -5.5; DENV2 CPE rescue: -1.3; FN deposition inh: 10.5; INS-1E GSIS act: 24.0; PAX8 inh HTS: -13.8; EWS-Fli inh: -5.9

New compounds follow
Results for Cc1ccc2nc(NC(=O)CN3C(=O)C4CC=CCC4C3=O)sc2c1 (configuration not stated) ?
F508del corr: -0.2; DENV2 CPE rescue: -6.2; FN deposition inh: -3.4; INS-1E GSIS act: -13.6; PAX8 inh HTS: -8.9; EWS-Fli inh: -13.6

Results for O=C(NCc1nnc(SCC(=O)N2CCCCC2)o1)c1ccc(F)cc1 ?
miR122 inh: -6.2; F508del corr: 0.8; DENV2 CPE rescue: -0.2; FN deposition inh: 5.1; INS-1E GSIS act: -4.7; EWS-Fli inh: 3.8

Results for CCCCCCOc1ccc(C(=O)O)cc1C#N ?
miR122 inh: -6.3; INS-1E GSIS act: 4.1; PAX8 inh HTS: 4.8; EWS-Fli inh: 11.3

What do the screens show for `C=CCn1c(COc2ccc(F)cc2)nnc1SCC(=O)NC1CC1`?
F508del corr: 1.0; DENV2 CPE rescue: 8.9; FN deposition inh: -3.2; INS-1E GSIS act: 39.7; PAX8 inh HTS: 0.7; EWS-Fli inh: -2.1

What do the screens show for `COCCN=c1scc(-c2cc(OC)ccc2OC)n1/N=C/c1c[nH]c2ccccc12`?
miR122 inh: -2.2; DENV2 CPE rescue: 1.5; FN deposition inh: 1.6; INS-1E GSIS act: 3.4; PAX8 inh HTS: 26.2; EWS-Fli inh: 2.9

How did CCc1ccc(NC(=O)/C(C#N)=C/c2ccncc2)cc1 do in these assays?
F508del corr: 2.9; DENV2 CPE rescue: -4.8; FN deposition inh: 3.8; INS-1E GSIS act: -38.1; PAX8 inh HTS: 7.0

What do the screens show for `O=C(C1CC1)N1CC(=O)N2[C@H](CO)[C@H](c3ccc(-c4ccccc4F)cc3)[C@@H]2C1`?
F508del corr: 4.4; DENV2 CPE rescue: 1.9; INS-1E GSIS act: 10.6; PAX8 inh HTS: 10.3; EWS-Fli inh: -2.4

Results for C[C@@H]1CN([C@@H](C)CO)C(=O)Cc2cc(NC(=O)CCCCCC(=O)Nc3ccccc3N)ccc2O[C@@H]1CN(C)S(=O)(=O)c1cn(C)cn1 ?
miR122 inh: 1.5[16.7 µM]; F508del corr: 0.7; DENV2 CPE rescue: -9.7; FN deposition inh: -5.8; INS-1E GSIS act: -0.8; EWS-Fli inh: -17.2
